mIAP inh – mouse IAP inhibition; purified mouse IAP, CDP-Star luminescence, 30 min; inhibition, % at 10 µM; 330,000 tested, 0.2% active; AID 2806;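 active means inhibition of at least 40% at 10 µM in the primary screen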;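 further: plate controls were DMSO with enzyme for no effect and no enzyme wells for full effect; values of inactives mirror those of a sister screen read the other way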
tim10-1 inh – growth inhibitors of tim10-1 mutant yeast | S. cerevisiae tim10-1 ts strain growth, BacTiter-Glo, 24 h | 330,000 tested, 2.2% active | AID 463190 | inhibition, % at 20 µM;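 active means inhibition of at least 40%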;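 further: mutant grown at 25 °C; 0% = DMSO wells with yeast and 100% = wells holding no yeast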
NALP3 yeast inh – inhibitors of NALP3 inflammasome in yeast | Yeast reconstituted NLRP3/ASC/caspase-1, beta-gal luminescence, 24 h | inhibition, % at 10 µM | 330,000 tested, 0.39% active;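 active means inhibition of 50% or more; inactive means inhibition below 50%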;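 further: plate controls were induced DMSO wells for no effect and uninduced yeast grown without galactose for full effect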
TIM10 inh – growth inhibitors of TIM10 yeast strain; 330,000 tested, 1.4% active; AID 463195; S. cerevisiae TIM10 strain growth, BacTiter-Glo luminescence, 24 h; inhibition, % at 10 µM;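 active means inhibition of 40% or more at the single tested concentration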;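 further: wild-type TIM10 isogenic control strain grown at permissive 25 °C; 0% = DMSO yeast wells and 100% = minimal medium wells without yeast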
ATG4B inh – ATG4B (human) cysteine protease inhibition; Q9Y4P1; 340,000 tested, 0.51% active; ATG4B cleavage of LC3-PLA2, NBD-HPC fluorescence, 1 h; inhibition, % at 8.33 µM; in the data active means inhibition above about 40%
Target sequence (Q9Y4P1 whole entry, looked up): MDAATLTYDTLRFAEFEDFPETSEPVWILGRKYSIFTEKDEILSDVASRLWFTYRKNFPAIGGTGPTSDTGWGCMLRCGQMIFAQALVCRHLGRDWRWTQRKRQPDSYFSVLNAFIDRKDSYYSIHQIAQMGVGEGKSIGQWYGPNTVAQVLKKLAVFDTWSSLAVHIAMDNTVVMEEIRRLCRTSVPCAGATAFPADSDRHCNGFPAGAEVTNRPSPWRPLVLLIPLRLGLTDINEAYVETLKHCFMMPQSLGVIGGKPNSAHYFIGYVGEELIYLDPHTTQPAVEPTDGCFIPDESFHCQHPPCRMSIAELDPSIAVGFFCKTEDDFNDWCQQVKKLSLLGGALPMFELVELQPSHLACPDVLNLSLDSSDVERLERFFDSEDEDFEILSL
hIAP act – human IAP activation; activation factor at 10 µM; P09923; 330,000 tested, 0.16% active; purified human IAP, CDP-Star luminescence, 30 min; hits give high values; 1 = vehicle-only enzyme, 0 = enzyme-free background;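 active means activation factor of the enzyme at least 2-fold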; further: the source names both 10 and 20 µM as test concentration; values of inactives mirror those of a sister screen read the other way
Target sequence (P09923 whole entry, looked up): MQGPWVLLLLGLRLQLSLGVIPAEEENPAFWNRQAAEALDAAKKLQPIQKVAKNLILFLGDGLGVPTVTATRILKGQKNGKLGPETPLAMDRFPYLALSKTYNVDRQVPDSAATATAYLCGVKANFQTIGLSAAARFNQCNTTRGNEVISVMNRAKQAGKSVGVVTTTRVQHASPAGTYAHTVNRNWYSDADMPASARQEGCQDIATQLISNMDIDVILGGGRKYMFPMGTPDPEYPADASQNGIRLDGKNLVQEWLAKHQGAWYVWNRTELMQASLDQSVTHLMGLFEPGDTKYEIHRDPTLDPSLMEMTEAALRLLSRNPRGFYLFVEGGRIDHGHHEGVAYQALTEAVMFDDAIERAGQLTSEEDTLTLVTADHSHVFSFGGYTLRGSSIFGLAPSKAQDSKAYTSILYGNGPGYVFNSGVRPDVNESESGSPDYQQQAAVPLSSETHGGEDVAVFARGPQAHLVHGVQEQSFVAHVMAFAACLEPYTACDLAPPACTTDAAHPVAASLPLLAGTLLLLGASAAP
mIAP activ – mouse IAP activation; muIAP, CDP-Star luminescence, 30 min; hits give high values; 1 = vehicle-only enzyme signal, 0 = enzyme-free wells; activation factor at 10 µM; 330,000 tested, 0.24% active;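 active means activation factor of at least 2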; further: the source names both 10 and 20 µM as test concentration; values of inactives mirror those of a sister screen read the other way
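System: Mouse IAP enzyme | Also added: CDP-Star substrate | Dosing: Compounds dispensed in DMSO | Schedule: 30 min enzyme-substrate-compound incubation at room temperature | Technique: Chemiluminescence readout | Control set: DMSO-only wells and no-enzyme negative control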
Apaf-1 inh – blocks human Apaf-1 apoptosome activity; O14727; reconstituted apoptosome caspase-3 activity, DEVD-Rh110 fluorescence; inhibition, % at 20 µM; 330,000 tested, 0.71% active; active means inhibition of at least 40% at 20 µM;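 further: plate controls were DMSO wells for no effect and DEVD-CHO caspase inhibitor wells for full effect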
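Material: reconstituted apoptosome with Apaf-1, cytochrome c, caspase-9, procaspase-3, dATP; medium: pH 7.5 Hepes buffer with CHAPS, BSA, DTT; also added: cytochrome c and DEVD-Rh110 substrate; timing: 30 min plus 50 min, RT; signal: Rh110 fluorescence intensity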
hIAP block – human IAP inhibition | AID 2544 | 330,000 tested, 0.12% active | purified IAP, CDP-Star luminescence, 30 min | P09923 | inhibition, % at 10 µM;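 active means inhibition reaching a set limit with compound at 10 µM in the primary screen, cut at about 35% in these data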;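 further: plate controls were DMSO wells with enzyme for no effect and no-enzyme buffer wells for full effect; values of inactives mirror those of a sister screen read the other way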
Active calls of the source: *.

SMILES	mIAP inh	tim10-1 inh	NALP3 yeast inh	TIM10 inh	ATG4B inh	hIAP act	mIAP activ	Apaf-1 inh	hIAP block
COc1ccc(-c2nn(Cc3ccccc3)cc2C(=O)N2CCN(c3ccccn3)CC2)cc1OC	-4	-13	8	5	-4	0.97	1	3	3
O=C(NCCC1=CCCCC1)C1CCN(S(=O)(=O)c2cccs2)CC1	-1	34	8	8	-4	0.79	1	9	21
O=C(O)C1CCCN1C(=O)OCC1c2ccccc2-c2ccccc21 (stereo not given)	-2	6	8	10	-11	0.85	1	-9	15
COc1cccc(CN(C)CC(O)COc2cc(Cl)ccc2Cl)c1 (stereo not given)	6	6	37	17	-1	0.99	0.94	7	1
CCn1c(CNc2ccc(C)cc2)nnc1SCC(=O)NCc1ccccc1	-5	10	3	-11	2	1	1	-2	0
O=C(N/N=C/c1ccccn1)c1ccc([N+](=O)[O-])cc1	10	11	-4	-2	1	1.3	0.9	-7	-32
CCOc1ccc(N2CC(C(=O)OC)CC2=O)cc1 (stereo not given)	-3	6	13	4	7	1.1	1	-4	-10
Cc1c(C(=O)NNC(=S)Nc2cccc(Cl)c2)nnn1-c1ccccc1	12	17	11	7	9	1.8	0.88	-5	-78
CCC1(CC)NC(=O)N(CC(=O)OC(C)C(=O)Nc2ccc(NC(C)=O)cc2)C1=O (stereo not given)	2	-27	14	5	4	0.89	0.98	-1	12
COc1ccc(-c2cc(C(=O)OCC(=O)c3ccc(C)c([N+](=O)[O-])c3)c3ccccc3n2)cc1	2	19	1	12	0	0.87	0.98	-12	13
Cc1csc2c(N3CCN(C(=O)Nc4ccccc4)CC3)ncnc12	-7	-26	2	2	-3	1.2	1.1	-5	-15
Cc1nnc(NC(=O)c2nn(CC(C)C)c(=O)c3ccccc23)s1	7	35	15	17	-12	0.92	0.93	0	8
OC1CCN(c2ncnc3c2nnn3Cc2c(F)cccc2Cl)CC1	-10	43*	-8	15	-1	0.91	1.1	3	9
CCn1cc(C(=O)O)c(=O)c2cc(F)c(N3CCN(S(=O)(=O)c4ccc5c(c4)OCCO5)CC3)cc21	6	-7	32	-4	6	0.98	0.94	22	2
CN(C)c1nnnn1-c1ccc(Cl)cc1Cl	6	12	-2	6	-5	0.9	0.94	-14	10
OC(COC1CCCCC1)CN1CCN(c2ccccc2)CC1 (stereo not given)	-4	8	9	5	-7	0.71	1	0	29
O=C(NCC1CCN(C(=O)c2cccc([N+](=O)[O-])c2)CC1)c1cccc([N+](=O)[O-])c1	-5	-8	8	13	-7	0.9	1.1	0	10
CCOc1ccc(CN(CCO)CCO)cc1[N+](=O)[O-]	-9	7	10	-4	1	1	1.1	0	-2
CS(=O)(=O)c1ccc(Cl)c(NC(=O)COC(=O)c2ccc(F)cc2Cl)c1	-5	10	8	12	8	1.1	1	-9	-6
O=C(CNC(=O)c1ccc(Cl)cc1)NNc1c(F)c(F)cc(F)c1F	-2	-8	0	-15	-4	1.1	1	-6	-12
CCOC(=O)C1CCCN(S(=O)(=O)c2ccccc2)C1 (stereo not given)	1	5	17	-1	-5	0.81	0.99	3	19
CC(C)C1Oc2ccccc2N(CC(=O)NC2CCCCC2)C1=O (stereo not given)	0	21	-1	12	4	1.1	1	-3	-8
COc1cc(C)c2occ(/C(C)=N\O)c2c1	5	21	-1	20	-13	0.89	0.95	-6	11
O=C(CN(CCO)c1ccccc1)Nc1cccc(S(=O)(=O)N2CCCC2)c1	-13	1	-5	9	-3	1	1.1	6	-2
COc1ccccc1/C=C/C(=O)Nc1cccc(C(C)=O)c1	-5	1	22	25	-16	1	1	4	-1
Cc1nc(NC(=S)NC(=O)c2ccccc2)sc1C	0	6	13	1	2	1.1	1	10	-6
C/C=C\C=C/C(=O)Nc1cccc(C2=NOC3(C2)C[C@@H](C(N)=O)N(C(=O)COc2ccc(Cl)cc2)C3)c1 (stereo not given in full)	-3	5	18	5	7	1.1	1	9	-6
Cc1ccc(OCC(=O)N2C(C)CCCC2C)c([N+](=O)[O-])n1 (stereo not given)	-3	-12	20	4	-4	1.1	1	-6	-8
CCCCc1ccc(S(=O)(=O)Nc2cc(C)on2)cc1	-15	14	2	5	2	0.98	1.1	8	2
O=C(COC(=O)c1ccccc1F)NNC(=O)c1ccccc1	8	-7	15	-2	3	1.2	0.92	-4	-19
CCOc1ccc(-c2c(=O)n(OCc3ccccc3Br)c3ccccc3[n+]2[O-])c(OCC)c1	12	16	-3	21	-12	0.79	0.88	19	21
O=C(C1COc2ccccc2O1)N1CCN(c2nc3ccccc3s2)CC1 (stereo not given)	4	21	19	3	-9	0.95	0.96	23	5
Cc1nn(CCC(=O)N2CCN(S(=O)(=O)c3ccccc3)CC2)c(C)c1C	3	13	14	0	9	0.84	0.97	5	16
COc1ccccc1C(=O)N/N=C/c1c[nH]c2ccccc12	11	-5	-9	11	-8	0.91	0.89	-4	9
O=C(COC(=O)CCS(=O)(=O)c1ccccc1)NC(=O)c1ccc(OC(F)F)cc1	1	3	-4	-5	1	0.97	0.99	5	2
O=C(Nc1ccc2c(c1)OCCO2)C1CCC1	2	14	14	4	-4	0.94	0.98	-29	6
COCCNC(=S)N(CCCO)Cc1cc2cc3c(cc2[nH]c1=O)OCCO3	-5	3	16	-3	1	1.2	1	-12	-16
Cc1ccccc1SCC(=O)Nc1cc(C(F)(F)F)ccc1N1CCOCC1	-4	44*	10	23	-4	1.1	1	31	-13
COc1ccc(CNc2ccc3c(c2)ncn3C)cc1OC	-3	-5	14	-2	1	1.2	1	-18	-22
Cc1cc2c(c(N)n1)c(=O)oc1ccccc12	-8	9	7	-6	0	0.98	1.1	-4	2
C[C@H](CO)N1C[C@H](C)[C@@H](CN(C)C(=O)Nc2ccc(C(F)(F)F)cc2)Oc2c(NC(=O)Nc3ccc4c(c3)OCO4)cccc2C1=O	-14	-2	22	-4	-10	0.87	1.1	13	13
CCOC(=O)C1CCN(Cc2cnc(Oc3ccc(Cl)cc3C)s2)CC1	6	-11	28	8	6	1	0.94	7	-4
Cc1cc(/C=C(\C#N)C(=O)NCCc2c[nH]c3ccccc23)c(C)n1C	11	30	18	22	6	1	0.89	-4	-3
CC(C)Oc1ccc(C(=O)N2CCCC2C(=O)O)cc1 (stereo not given)	-3	4	17	-1	-3	0.92	1	10	8
Cc1cc2c(NC(=O)CCCC(=O)O)cccc2nn1	3	-2	13	2	2	1.1	0.97	-17	-10
CCc1cccc(C)c1NC(=O)c1cccc(N(C)C)c1	-1	26	-12	11	1	1	1	3	-2
CCOc1ccc(-c2nc(-c3cccnc3)no2)cc1OCC	3	32	34	-7	-4	1.2	0.97	4	-22
Cc1nc(CCNC(=O)Cc2ccc(Cl)cc2)cs1	-7	6	4	-5	-2	0.81	1.1	-1	20
CC(C)(C)c1ccc(C(=O)NCCNC(=O)c2ccco2)cc1	-4	3	7	-18	12	1	1	9	0
O=C(COC(=O)Cc1c(Cl)cccc1Cl)NC1CCCC1	-6	5	12	-3	-2	1.1	1.1	12	-6

Continued.
SMILES	mIAP inh	tim10-1 inh	NALP3 yeast inh	TIM10 inh	ATG4B inh	hIAP act	mIAP activ	Apaf-1 inh	hIAP block
COc1cccc(/C=N/NC(=O)C[n+]2ccccc2)c1O	-5	15	9	21	-8	1.5	1.1	-4	-49
Cc1cc(C)cc(N(CC(=O)N2CC=C(c3ccccc3)CC2)S(=O)(=O)c2c(C)noc2C)c1	7	34	-6	16	-2	1.1	0.93	14	-9
Cc1c(C)c2cc(Cl)c(OCC(=O)NCCCn3ccnc3)cc2oc1=O	2	16	-4	0	-1	0.94	0.98	-13	6
Cc1ccc(NC(=O)C2(c3ccccc3)CC2(Cl)Cl)cc1C (stereo not given)	-12	23	3	32	-1	0.94	1.1	17	6
Cc1ccc2nc(SCc3nc4c(cnn4-c4ccccc4)c(=O)[nH]3)[nH]c2c1	19	-4	13	-5	-7	0.89	0.81	6	11
COc1ccc(OCC(O)Cn2c(Nc3ccccc3)nc3c2c(=O)n(C)c(=O)n3C)cc1 (stereo not given)	-8	-8	8	1	0	1	1.1	12	-4
CCOCCSC1=C(C#N)C(c2cccs2)C(C(C)=O)=C(C)N1 (stereo not given)	-1	18	0	20	-8	0.84	1	2	16
CCOc1ccccc1NC(=O)CCS(=O)(=O)c1ccc2c(c1)CCN2C(C)=O	4	23	-1	13	4	1.1	0.96	-15	-12
CC(=O)Nc1ccc(N/C=C/C(=O)c2ccc(C)o2)cc1	7	-15	14	5	0	0.87	0.93	-11	13
COc1ccc(-c2n[nH]c(=S)n2-c2ccc(C)cc2)cc1OC	6	14	15	14	1	1.1	0.94	-19	-6

Full records from above.
COc1ccc(-c2n[nH]c(=S)n2-c2ccc(C)cc2)cc1OC as listed: mIAP inh: 6; tim10-1 inh: 14; NALP3 yeast inh: 15; TIM10 inh: 14; ATG4B inh: 1; hIAP act: 1.1; mIAP activ: 0.94; Apaf-1 inh: -19; hIAP block: -6
Cc1cc(C)cc(N(CC(=O)N2CC=C(c3ccccc3)CC2)S(=O)(=O)c2c(C)noc2C)c1 as listed: mIAP inh: 7; tim10-1 inh: 34; NALP3 yeast inh: -6; TIM10 inh: 16; ATG4B inh: -2; hIAP act: 1.1; mIAP activ: 0.93; Apaf-1 inh: 14; hIAP block: -9

The list continues:
SMILES	mIAP inh	tim10-1 inh	NALP3 yeast inh	TIM10 inh	ATG4B inh	hIAP act	mIAP activ	Apaf-1 inh	hIAP block
COc1cc(OC)cc(C(=O)NC(=S)Nc2ccc(NC(=O)c3ccco3)cc2)c1	1	-2	-1	-11	1	0.83	0.99	-15	17
O=C(CCc1ccccc1)NNC(=S)NCc1ccc(Cl)cc1	12	11	10	7	4	1.5	0.88	6	-50
Cc1[nH]c(=O)[nH]c(=O)c1S(=O)(=O)N1CCCC(C(=O)NCc2ccco2)C1 (stereo not given)	-6	-1	23	-12	8	1	1.1	-3	-2
O=C(Nc1ccc(F)cc1F)c1cc2n(n1)C(C(F)(F)F)C1CCCCC1N2 (stereo not given)	-1	-3	5	0	9	0.87	1	5	13
Cc1ccc(C)c(NC(=O)CN(C)S(=O)(=O)c2ccc(F)cc2)c1	-3	3	6	9	-6	1	1	-6	-4
CC(=O)Nc1ccc(OCC(O)CN2CCN(c3cc(Cl)ccc3C)CC2)cc1 (stereo not given)	-1	20	7	13	-10	0.94	1	-2	6
CCC(CC)NC(=O)COC(=O)c1ccc(OCC(=O)Nc2ccccc2OC)c(OC)c1	13	15	-5	15	-11	1.2	0.87	2	-22
NC(=O)CSc1ncnc2c1cnn2Cc1ccccc1	-2	12	4	-13	2	1.1	1	4	-6
COc1ccccc1N1CCN(C(=O)C2=CC=CN3CCS(=O)(=O)N=C23)CC1	5	2	22	1	-4	1.1	0.95	-1	-7
CCOc1ccc(/C=N/NC(=O)C(O)c2ccccc2)c(O)c1 (stereo not given)	13	6	15	10	8	1.7	0.87	-1	-68
CCN(CC)S(=O)(=O)c1csc(C(=O)OCC(=O)c2ccccc2)c1	4	25	-8	21	26	0.92	0.96	-6	8
COc1ccc(OC)c(C(=O)CSc2nc3ncccc3[nH]2)c1	5	10	4	7	-9	0.96	0.95	4	4
Cc1cc(C)nc(-n2nc(C)cc2NC(=O)c2cc3ccccc3oc2=O)n1	-3	10	-7	-6	0	1.1	1	-25	-5
O=C(N/N=C1\CCSc2ccc(F)cc21)c1cccnc1	10	8	6	3	-6	1	0.9	-8	-4

High-throughput results: PubChem BioAssay, Sanford-Burnham Center for Chemical Genomics

Outcome played no part in choosing rows; about 4.5% have a hit in one of these screens.
